# E coli RNAP – Escherichia coli RNA polymerase inhibition. P0A8V2. E. coli RNA polymerase, fluorescence transcription assay. inhibition, %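 (tested at 10 µM)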. actives 0.2% (n = 62,000). AID 559; in the data active = inhibition above about 20%;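 note: 0% = enzyme without compound and 100% = no enzyme blank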
# CatB mixtures – inhibitors of human cathepsin B in compound mixtures; Purified cathepsin B, AMC dipeptide fluorescence; inhibition, %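 (ten-compound pools at 5 µM per compound and 50 µM total)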; actives 0.06% (n = 62,000); in the data active = inhibition above about 22%, passing the limit was not always enough;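 note: 0% = enzyme without compound and 100% = no enzyme blank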
# CatS block – blocks human cathepsin S protease activity | P25774 | recombinant cathepsin S, AMC dipeptide fluorescence, pooled mixtures | inhibition, %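 (tested at 5 µM per compound within 10-compound mixtures)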 | actives 0.06% (n = 62,000) | AID 501; in the data active = inhibition above about 32%, passing the limit was not always enough;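 note: 0% = enzyme without compound and 100% = blank without enzyme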
# Target sequence (P25774 115-331 limits assumed): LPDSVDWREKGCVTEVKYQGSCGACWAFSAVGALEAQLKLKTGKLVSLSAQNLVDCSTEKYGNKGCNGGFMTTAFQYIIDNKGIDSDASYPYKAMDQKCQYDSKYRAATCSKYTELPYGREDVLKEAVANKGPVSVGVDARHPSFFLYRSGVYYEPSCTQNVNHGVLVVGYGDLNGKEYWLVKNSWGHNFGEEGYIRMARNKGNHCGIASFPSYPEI
# AP ELISA ortho – alternative pathway complement inhibition, orthogonal assay. Human serum alternative complement pathway, LPS-coated ELISA, C3 deposition; tested in compound mixtures. inhibition, % at 5 µM. actives 0.08% (n = 62,000). AID 1235;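 active = inhibition above 30% in each of the two pooled mixtures holding the compound, so the lower value exceeds 30%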;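 note: 0% = serum in Mg-EGTA without compound and 100% = EDTA serum blank; some compounds past the cut are filed as inactive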
#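 Assay system: human serum alternative complement pathway, C3 deposition on LPS-coated wells; Dosing: 5 µM per compound in ten-compound mixtures; Detection: Anti-C3 ELISA, OD 450 nm; Buffer or medium: Mg2+-EGTA GVB++ buffer containing human serum at 1:15 dilution; Timing: 1 h at 37 °C; Replication: two different pools per compound.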
# CatB inh – inhibitors of human cathepsin B; inhibition, %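 (tested at 10 µM)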; actives 0.1% (n = 63,000); purified cathepsin B, fluorogenic substrate, fluorescence; AID 453; P07858; in the data active = inhibition above about 21%;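 note: 0% = enzyme with no compound and 100% = no enzyme blank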
# CatL block – blocks human cathepsin L protease activity; P07711; purified cathepsin L, fluorogenic substrate, fluorescence; inhibition, %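 (tested at 10 µM)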; actives 0.17% (n = 58,000); in the data active = inhibition above about 45%;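 note: 0% = enzyme with no compound and 100% = no enzyme blank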
# FXIa inh mix – factor XIa (human) inhibition, mixture screen; AID 680; purified FXIa, fluorogenic substrate, pooled mixtures; actives 0.19% (n = 62,000); inhibition, % at 5 µM; P03951; in the data active = inhibition above about 20%, passing the limit was not always enough;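 note: each value is inhibition by a whole ten-compound pool holding the compound; 0% = enzyme with no mixture and 100% = wells lacking enzyme; strong numbers were not always called active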
# Target sequence (P03951 19-387 limits assumed): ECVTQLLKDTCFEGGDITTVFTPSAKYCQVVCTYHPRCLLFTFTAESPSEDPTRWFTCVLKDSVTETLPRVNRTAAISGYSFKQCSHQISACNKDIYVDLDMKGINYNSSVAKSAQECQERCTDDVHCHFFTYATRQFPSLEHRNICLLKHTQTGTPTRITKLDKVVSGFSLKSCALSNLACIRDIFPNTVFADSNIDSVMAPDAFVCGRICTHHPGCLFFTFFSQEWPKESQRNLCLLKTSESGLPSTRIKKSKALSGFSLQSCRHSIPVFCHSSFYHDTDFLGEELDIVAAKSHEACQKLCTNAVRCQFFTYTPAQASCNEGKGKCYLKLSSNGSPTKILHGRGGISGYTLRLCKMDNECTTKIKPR
# Target sequence (P03951 388-625 limits assumed): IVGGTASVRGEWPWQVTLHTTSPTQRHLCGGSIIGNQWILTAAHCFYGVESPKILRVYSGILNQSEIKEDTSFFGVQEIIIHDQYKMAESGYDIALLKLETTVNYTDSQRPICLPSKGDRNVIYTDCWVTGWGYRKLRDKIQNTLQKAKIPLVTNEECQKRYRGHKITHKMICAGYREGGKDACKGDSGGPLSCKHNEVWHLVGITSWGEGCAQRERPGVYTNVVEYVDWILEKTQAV
# C1s inh – human complement C1s inhibition; P09871; purified C1s, fluorogenic AMC substrate, pooled mixtures; mean inhibition % of two 10-compound mixtures (active compounds read high), % at 5 µM (by protocol); actives 0.16% (n = 62,000); AID 538;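 active = inhibition above 20% in each of the two 10-compound mixture wells holding the compound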;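 note: 0% = enzyme wells lacking compound mixture and 100% = no-enzyme blank wells; some compounds called inactive have numbers as strong as hits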
# Cathepsin G inh – blocks human cathepsin G enzyme activity | actives 0.2% (n = 62,000) | inhibition, % at 5 µM (by protocol) | P08311 | purified enzyme, AMC-tetrapeptide fluorescence, pooled mixtures;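 active = inhibition above 20% in each of the two mixture wells holding the compound; inactive = inhibition of 20% or less in either well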;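 note: 0% = enzyme control without mixture and 100% = blank lacking enzyme; strong numbers were not always called active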
# Target sequence (P08311 21-244 limits assumed): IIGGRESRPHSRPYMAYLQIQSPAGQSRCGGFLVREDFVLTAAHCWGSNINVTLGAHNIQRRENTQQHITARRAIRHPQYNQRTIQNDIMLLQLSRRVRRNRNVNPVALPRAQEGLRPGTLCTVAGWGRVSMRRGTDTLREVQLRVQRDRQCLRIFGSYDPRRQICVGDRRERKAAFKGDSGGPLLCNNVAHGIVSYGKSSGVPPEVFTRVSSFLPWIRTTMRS
# * marks the source's active call; other numbers are inactive results; nt = no result given. A portion of the library; the hit share may differ from the screen's.
E coli RNAP,CatB mixtures,CatS block,AP ELISA ortho,CatB inh,CatL block,FXIa inh mix,C1s inh,Cathepsin G inh,structure
8,-2,1,-6,-3,4,7,2,9,CC(=O)c1cc2c(cc1NC(=O)c1cnc(C)cn1)OCO2
3,4,12,-12,8,5,8,-42,-9,Fc1cccc(Cl)c1CSc1nnnn1-c1ccc2c(c1)OCO2
7,2,2,-5,1,2,7,2,6,CN(C)CCCN1c2ccccc2Sc2ccc(C(F)(F)F)cc21
15,6,7,10,3,22,6,-12,12,COc1ccc(CC(=O)Nc2cccc(-c3nnc(-c4ccco4)o3)c2)cc1
-2,0,-2,2,0,5,13,1,3,CC1CCCN(c2nc3ccccc3nc2C(C#N)C(=O)OC2CCCCC2)C1 (centres undefined)
10,3,6,-3,-1,1,2,5,2,CCCC(c1nnnn1C1CCCCC1)N1CCN(C2CCCC2)CC1 (centres undefined)
6,6,3,9,-2,7,5,-1,0,CCCCN=C(C)C1=C(O)CSC1=O
9,6,13,13,-1,17,9,10,8,Cc1ccccc1-n1nc(C)c2cc(C(=O)NCc3cccnc3)sc21
7,-2,-7,2,7,2,10,13,7,Cc1ccc(C)c(OCC(O)CN2CCCCC2C)c1 (centres undefined)
8,-3,7,-5,3,nt,4,6,7,O=C(Cn1ncc2c(=O)oc3ccccc3c21)NCC1COc2ccccc2O1 (centres undefined)
0,3,5,11,-10,4,1,-1,-2,Cc1c(NS(=O)(=O)c2ccc3[nH]c(=O)[nH]c3c2)c(=O)n(-c2ccccc2)n1C
-4,4,-5,16,-1,-2,7,18,11,CCOC(=O)N1CCN(C(=O)Cc2ccc(C)cc2)CC1
1,-5,-3,16,0,-212,-6,-16,10,CCOc1ccc2nc(NCCNC(=O)C(C)C)c(C)cc2c1
13,2,11,-1,3,9,8,9,10,CCCCOC(=O)CSc1nc(N)c(C#N)c(-c2ccc(OCC)cc2)c1C#N
-2,-1,14,16,1,7,6,-1,-1,O=C(CN1C(=O)NC2(CCCC2)C1=O)Nc1cccc(-c2nnc3n2CCCCC3)c1
4,-4,3,14,-4,-13,4,0,2,CCCOc1ccc(N2C(=O)CC(N3CCOCC3)C2=O)cc1 (centres undefined)
2,5,-4,21,-2,6,10,7,10,COc1ccc(C2N3CC4(C)CN2CC(C)(C3)C4O)cc1OC (centres undefined)
3,3,-12,20,5,5,9,12,8,CCC(CC)C(=O)Nc1c2cnn(-c3ccccc3)c2nc(=O)n1-c1ccccc1
6,4,9,3,-3,1,12,1,-1,Cc1ccc(S(=O)(=O)CCC(=O)OCC(=O)Nc2ncc(Cl)cc2Cl)cc1
7,5,17,-6,4,5,-2,7,13,CCOC(=O)NC(Nc1nnc(SCC)s1)(C(F)(F)F)C(F)(F)F

# Arranged by the number under CatB inh (ascending): 3 of the compounds above.
E coli RNAP,CatB mixtures,CatS block,AP ELISA ortho,CatB inh,CatL block,FXIa inh mix,C1s inh,Cathepsin G inh,structure
0,3,5,11,-10,4,1,-1,-2,Cc1c(NS(=O)(=O)c2ccc3[nH]c(=O)[nH]c3c2)c(=O)n(-c2ccccc2)n1C
6,4,9,3,-3,1,12,1,-1,Cc1ccc(S(=O)(=O)CCC(=O)OCC(=O)Nc2ncc(Cl)cc2Cl)cc1
1,-5,-3,16,0,-212,-6,-16,10,CCOc1ccc2nc(NCCNC(=O)C(C)C)c(C)cc2c1

# Continued:
E coli RNAP,CatB mixtures,CatS block,AP ELISA ortho,CatB inh,CatL block,FXIa inh mix,C1s inh,Cathepsin G inh,structure
7,0,-1,6,6,16,-3,-33,5,COc1cc(OC)cc(C(=O)Nc2cccc(N3CCCC3)c2)c1
8,-2,-11,22,2,0,2,-49,4,COc1ccc(CN2CCN(C(=O)CC(C)C)CC2)c2ccccc12
2,0,-1,0,-3,nt,11,1,4,O=C(N1CCOCC1)n1nnc2ccccc21
3,5,3,-4,-2,-11,6,5,0,CC1=C(C(=O)OC(C)C)C(c2ccc(F)cc2)NC(=O)N1 (centres undefined)
5,5,0,12,5,nt,6,-24,11,COC(=O)c1c(C)nn(-c2ccccc2)c1N
15,4,4,0,4,9,-9,-116,-8,CC1CN(c2nc3ccccc3nc2C(C#N)C(=O)NCc2ccc3c(c2)OCO3)CC(C)O1 (centres undefined)
9,0,-3,5,0,-3,4,11,10,COc1cccc(NC(=O)N2CCC(C(=O)Nc3ccc(C)cc3C)CC2)c1
3,7,16,6,3,12,5,8,9,CCOC(=O)N1CCC(NC(=O)c2cc(C(=O)Nc3cccc(OC)c3)ccc2CO)CC1
12,0,15,-8,5,19,3,-31,-4,Fc1ccc(COc2ccc(/C=N/n3cnnc3)cc2)cc1
9,7,2,11,-7,5,11,5,3,CCOC(=O)c1oc2cc(OCC(N)=O)ccc2c(=O)c1-c1ccc(OC)c(OC)c1
10,10,13,-1,-3,5,15,-6,2,CCn1c(=O)cc(SCC(=O)N2CCOCC2)c2ccccc21
7,4,12,1,-2,6,11,-39,1,CSc1nnc(-c2sc3cc(Cl)ccc3c2Cl)n1C
-5,41,3,11,2,-3,5,3,2,CC(C)(C)c1ccccc1NC(=O)c1ccco1
-2,-6,-12,6,1,0,4,-42,-4,CCOC(=O)c1c(C)[nH]c(C)c1C(=O)COC(=O)CCOc1ccccc1OC
nt,-13,-23,-1,5,-3,-31,-207,-16,CS(=O)(=O)N1CCC(C(=O)Nc2ccc(F)cc2F)CC1
2,2,0,11,6,6,-8,-13,6,CCC(=O)NCCCOc1ccccc1
1,13,-9,11,0,nt,8,41,8,CCOC(=O)c1c(C)nc2c(C#N)cnn2c1C
nt,13,-4,-10,nt,nt,3,-25,-13,COC(=O)C(C(=O)OC)=C(/C=C/C=C/N(C)C)N(C)C
1,0,-4,10,3,11,2,-1,3,O=C(Nc1ccc(F)cc1)N1CCOCC1
8,3,1,1,2,nt,0,2,10,O=C(c1ccccc1)N1CCN(C(=O)C23CC4CC(CC(C4)C2)C3)CC1

# 2 neighbouring compounds already listed, for reference:
E coli RNAP,CatB mixtures,CatS block,AP ELISA ortho,CatB inh,CatL block,FXIa inh mix,C1s inh,Cathepsin G inh,structure
10,10,13,-1,-3,5,15,-6,2,CCn1c(=O)cc(SCC(=O)N2CCOCC2)c2ccccc21
7,4,12,1,-2,6,11,-39,1,CSc1nnc(-c2sc3cc(Cl)ccc3c2Cl)n1C

# The results go on:
E coli RNAP,CatB mixtures,CatS block,AP ELISA ortho,CatB inh,CatL block,FXIa inh mix,C1s inh,Cathepsin G inh,structure
-3,3,-18,12,-1,2,0,-3,-3,O=C(Nc1ccccc1F)NC1CCN(Cc2nnnn2Cc2ccc(F)cc2)CC1
7,8,9,13,-1,19,10,3,2,Cc1ccc(OCC(=O)NCc2ccco2)cc1C
6,3,12,16,1,24,-4,-27,5,CCC1Oc2ccccc2N(CC(=O)NCCCN2CCN(Cc3ccccc3)CC2)C1=O (centres undefined)
4,5,-4,8,-1,-9,6,4,1,CCCN(C(=O)c1cccs1)c1nnc(-c2ccncc2)s1
2,4,6,12,-3,6,5,10,8,CCC1(C(=O)OC)NC(c2cccc(F)c2)C2C(=O)N(C)C(=O)C21 (centres undefined)
2,-7,-4,-2,4,-1,-3,-4,6,Cc1nn(C)c(C)c1S(=O)(=O)N1CCCC(C(=O)N2CCN(c3ccc(Cl)cc3)CC2)C1 (centres undefined)
14,-1,13,-6,7,11,2,5,6,CCOC(=O)C(NC(=O)c1ccc(OC)cc1)(Nc1cc(C)on1)C(F)(F)F (centres undefined)
-5,-4,1,11,-1,nt,8,1,1,N#CC1=C2Sc3ccccc3N2CCCC1=O
-2,1,-5,16,0,-1,10,8,20,CCOc1ncccc1C(=O)NCC1COc2ccccc2O1 (centres undefined)
3,-2,-1,-4,-3,-32,4,-83,9,COCCNc1oc(-c2ccc(C)cc2)nc1C#N
-1,-5,-7,12,-3,-6,4,-4,-3,O=C(Cn1ncn2cccc2c1=O)N1CCCCC1
5,3,5,-2,3,11,-4,43,45,O=C(COc1ccc(Cl)cc1)NCc1nnc(SCC(=O)N2CCCCC2)o1
6,0,2,8,3,19,-2,2,13,CCOc1cc(NS(=O)(=O)CC)c(OCC)cc1NC(=O)c1ccco1
4,-3,15,6,3,18,-3,2,7,CC(C)CNS(=O)(=O)c1ccc(CCC(=O)NCC2CCCO2)cc1 (centres undefined)
3,0,10,15,-1,-21,12,6,5,COc1cc(CNC2CCCCCC2)cc(OC)c1O
-1,2,-12,14,-1,-3,7,2,-6,Cc1cc(NC(=O)c2c(-c3ccccc3Cl)noc2C)no1
4,3,1,8,2,22,2,10,8,CCOc1ccc(-c2[nH]ncc2Oc2ccccc2OC)c(O)c1
1,-1,4,-3,0,16,1,-11,-18,CC(C)c1ccccc1OCCCCCNCCO
3,0,17,12,4,-1,9,-3,6,CC1=C(C(=O)Nc2ccccc2)C(c2ccncc2)C(C#N)=C(SCC(=O)NC2CC2)N1 (centres undefined)
-8,2,3,-1,5,-6,7,-15,-6,Cc1nnc(SCCn2c(Br)nc3c2c(=O)n(C)c(=O)n3C)s1
3,4,-6,29,3,-5,11,44,nt,COc1ccccc1-c1cc(C(=O)NCc2ccc(F)cc2)no1
3,3,0,-10,3,0,6,0,-3,Cc1ccc(Nc2cc(C)nn2-c2nc(C)cc(=O)[nH]2)cc1
-9,2,8,-18,-3,9,4,-11,-8,Cc1ccc(N)c(C(=O)CCCCC(=O)O)c1
5,3,-1,-4,3,3,1,7,8,O=C(COC(=O)C1CCC1)NCc1ccccc1Cl
3,2,-3,14,3,-8,5,-14,-4,COC(=O)c1c(C)[nH]c(C)c1-c1ccccc1
0,3,-8,17,0,-6,0,-28,8,CCOc1ccccc1NC(=O)CCS(=O)(=O)c1cccc2nonc12
6,-6,-1,-3,0,22,-6,-41,-2,CCOC(=O)N1CCN(C(=O)Cc2ccc(-n3c(=O)[nH]c4ccccc4c3=O)cc2)CC1
-3,7,14,-8,12,15,-1,-18,-7,COC(=O)[C@H](C)NC(=O)Nc1cccc(C(F)(F)F)c1
3,1,-8,5,1,-2,7,0,6,Nc1ccccc1-c1nnc(SCc2ccccc2F)[nH]c1=O
4,0,-6,4,0,-1,6,-25,-2,COc1ccc(CCNC(=O)c2ccco2)cc1
10,2,-2,10,5,3,8,5,9,COc1ccc(NC(=O)CCC2COc3ccccc3O2)c(OC)c1 (centres undefined)
4,5,-3,23,0,-5,7,17,12,CCOc1cc(Br)c(C(=O)O)cc1OCC
2,2,-2,3,1,nt,21,0,-1,Cn1c(=O)c2c(ncn2CC(=O)NCc2cccnc2)n(C)c1=O
3,9,8,-3,6,1,4,-27,-9,N/C(CC(=O)NCCOc1ccccc1)=N\O
-8,2,3,6,0,-12,3,27,-17,Cc1ccc(S(=O)(=O)NCCOC(=O)Nc2sc(=S)n(C)c2C)cc1
4,4,-4,15,-4,-6,8,2,2,O=S(=O)(c1ccccc1)N1CCN(CC(O)COc2ccc3c(c2)CCC3)CC1 (centres undefined)
7,5,5,-9,0,17,4,-15,0,COc1ccc(C(=O)N(CCCO)C(C)C(=O)NC2CCCCC2)cc1OC (centres undefined)
-3,-6,-2,15,-2,2,7,1,-1,CC1(C)CC(=O)C2=C(C1)Oc1ncn3nc(-c4cccnc4)nc3c1C2c1ccccc1 (centres undefined)
8,-9,5,7,3,13,-1,2,6,CC(CCc1ccccc1)NC(=O)CSc1nc(N)cc(N)n1 (centres undefined)
3,2,0,5,4,21,0,12,8,COc1cc(C)c(C#N)c(OC)n1
7,1,-2,-2,2,19,7,14,5,O=C(c1cccnc1)N1CCN(C(=O)c2ccccc2F)CC1
3,1,-2,-7,0,9,2,-17,-4,COCc1cc(C)n(CC(=O)Nc2ccccc2C(=O)OC)c(=O)c1C#N
7,3,16,12,1,9,2,3,10,CC(C)CCNC(=O)CCCOc1cc(=O)n(C)c2ccccc12
3,2,5,18,5,5,3,11,9,CCCN(CCC)C1CC(=O)N(Cc2ccccc2)C1=O (centres undefined)

# Screening results from PubChem BioAssay.
